# CaV13 ICDI inh: Disruptors of the CACNA1D IQ motif to Ca2+-dependent inactivation inhibitor domain association, primary screening, Förster resonance energy transfer in intact living …. HEK cells, CFP/YFP FRET ICDI-IQ, plate reader, 10 min; percent FRET-ratio fall versus neutral wells. inhibition, % at 12.3 µM. hit rate 0.098% among 340,000. AID 743397;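 active means mean replicate inhibition of at least 30% and at least 1% of replicates passing that level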;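 further: 0% = median of the neutral control wells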
# Glyco luc inh: blocks N-linked glycosylation in D54 reporter cells; D54 ERlucT glycosylation luciferase reporter, 24 h; percent of 100 nM tunicamycin response; reporter increase, % at 12.5 µM; hit rate 0.23% among 360,000; AID 588692;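 active means mean luciferase reporter signal, scaled so untreated is 0 and the glycosylation-blocking control 100, at or above a set limit in every replicate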;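 further: luciferase carries N-glycosylation sites so blocking glycosylation raises the light; 0% = median of neutral control wells and 100% = median of 100 nM tunicamycin wells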
# aDG glyco up: increases alpha dystroglycan glycosylation. Pro5-aDG cells, alpha-DG glycosylation AlphaScreen (IIH6); 0% Pro5, 100% B10-LARGE cell signal. activation, % at 10 µM. hit rate 0.22% among 360,000;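 active means activation of at least 8% versus controls, or a plate z-score of at least 8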;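 further: Pro5 are CHO cells carrying HIG-tagged alpha-DG that lacks glycosylation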
# Vif imaging: HIV Vif inhibition; HEK293T cells, Vif self-association by quenched fluorescence, imaging, 24 h; inhibition, % at 7.49 µM; hit rate 0.35% among 340,000; AID 602346; in the data active means inhibition above about 50%, passing the limit was not always enough; further: some results filed as inactive read as strong as hits
# m5-HT2A agonist: agonists of mouse serotonin 5-HT2A receptor (HTR2A); P35363; CHO-K1 mHTR2A beta-arrestin complementation, luminescence; percent of 30 µM serotonin response; activation, % at 7.6 µM; hit rate 0.66% among 360,000; AID 624169;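 active means activation above a run cutoff, the mean activation of all tested compounds plus 3 SD, cut at about 14% in these data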;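 further: 0% = plate median of compound wells and 100% = 30 µM serotonin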
# Target sequence (P35363 whole entry, looked up): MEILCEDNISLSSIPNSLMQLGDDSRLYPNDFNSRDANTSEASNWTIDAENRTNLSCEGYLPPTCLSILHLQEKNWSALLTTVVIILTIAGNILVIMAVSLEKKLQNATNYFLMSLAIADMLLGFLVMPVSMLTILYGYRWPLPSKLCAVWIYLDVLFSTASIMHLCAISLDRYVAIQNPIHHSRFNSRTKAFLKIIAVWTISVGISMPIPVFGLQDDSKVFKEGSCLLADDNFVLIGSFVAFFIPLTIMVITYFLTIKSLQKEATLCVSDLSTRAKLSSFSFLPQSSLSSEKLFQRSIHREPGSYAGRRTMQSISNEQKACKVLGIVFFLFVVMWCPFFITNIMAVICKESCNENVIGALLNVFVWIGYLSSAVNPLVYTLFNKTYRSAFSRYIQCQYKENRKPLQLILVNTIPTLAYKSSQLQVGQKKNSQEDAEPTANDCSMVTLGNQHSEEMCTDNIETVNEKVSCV
# MC4R antag cAMP: antagonists of human melanocortin 4 receptor (MC4R); MC4R-expressing cells, MTII-stimulated cAMP, LANCE TR-FRET; inhibition, % at 6.5 µM; hit rate 0.48% among 360,000;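 active means inhibition above its plate's cutoff, the mean of tested wells on that plate plus 3 SD, cut at about 29% in these data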;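 further: 0% = Melanotan II alone and 100% = Melanotan II plus saturating MCL0020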
#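 Material: U2OS-MC4R stable cell line | Reagent: Melanotan II challenge after compound preincubation | Doses: One concentration, 6.5 µM nominal | Incubation: 30-min compound preincubation, 1-h Melanotan II challenge, 1-h detection, room temperature | Signal: TR-FRET cAMP assay | Replicates: One well per compound, no replicates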
# ABCB6 inh 2: inhibitors of human ABC transporter ABCB6. Q9NP58. K562-ABCB6 porphyrin accumulation, flow cytometry, 1 h; stronger effect = lower value. fluorescence ratio to DMSO, % at 10 µM. hit rate 0.19% among 360,000. AID 602162;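 active means fluorescence ratio to DMSO below 75%, the collection mean minus 3 SD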;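 further: signal is porphyrin accumulated inside mitochondria; 100% equals median channel fluorescence of DMSO control wells; lower ratio means ABCB6 inhibition with less porphyrin fluorescence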
# Cardio protect: protects H9c2 cardiomyocytes from peroxide injury; H2O2 injury protection, ATPLite, 2 h; hit rate 0.63% among 360,000; protection from H2O2 cell death, % at 20 µM;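 active means compounds giving at least 50% protection of heart cells from peroxide-induced death in the single-dose screen, raw or plate-pattern-corrected value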;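 further: 0% = DMSO wells with peroxide and 100% = DMSO wells without peroxide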
# MC4R ag barr: agonists of human melanocortin 4 receptor (MC4R) beta-arrestin; P32245; U2OS MC4R beta-arrestin complementation, luminescence; percent of melanotan II response, DMSO zero; activation, % at 8.9 µM; hit rate 0.98% among 360,000; AID 540308;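 active means activation above a per-plate cutoff, the mean activation of sample wells on that plate plus 3 SD, cut at about 8% in these data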
# PDI turbidity: inhibitors of human protein disulfide isomerase. inhibition, % at 10 µM. PDI insulin aggregation turbidity, A650, 90 min. P07237. hit rate 0.052% among 350,000. AID 588391;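 active means mean inhibition across replicates of 30% or more, whatever share of single replicates reach that level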;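 further: absorbance from insulin aggregation driven by PDI reduction with DTT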
# Target sequence (P07237 whole entry, looked up): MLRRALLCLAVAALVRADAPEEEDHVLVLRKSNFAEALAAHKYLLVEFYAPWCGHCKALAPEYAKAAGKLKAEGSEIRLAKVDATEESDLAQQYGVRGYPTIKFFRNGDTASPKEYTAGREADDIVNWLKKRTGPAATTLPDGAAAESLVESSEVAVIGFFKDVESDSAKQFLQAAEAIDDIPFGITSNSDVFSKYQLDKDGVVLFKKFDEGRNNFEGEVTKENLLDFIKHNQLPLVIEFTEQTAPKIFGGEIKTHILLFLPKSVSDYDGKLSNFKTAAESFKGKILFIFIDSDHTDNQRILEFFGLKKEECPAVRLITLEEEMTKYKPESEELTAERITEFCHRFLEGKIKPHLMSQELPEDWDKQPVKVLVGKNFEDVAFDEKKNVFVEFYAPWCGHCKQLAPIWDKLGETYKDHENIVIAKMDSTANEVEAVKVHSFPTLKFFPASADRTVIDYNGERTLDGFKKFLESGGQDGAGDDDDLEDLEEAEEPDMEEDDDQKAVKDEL
# * = called active by the depositor; . = not tested or not shown.
SMILES,CaV13 ICDI inh,Glyco luc inh,aDG glyco up,Vif imaging,m5-HT2A agonist,MC4R antag cAMP,ABCB6 inh 2,Cardio protect,MC4R ag barr,PDI turbidity
Cc1cccc(NC(=O)c2ccc(Cl)c(S(=O)(=O)N3CCc4ccccc43)c2)n1,-6,-7,0.5,-4,3,6,96,-6,-1.3,-3
C=CCN1C=C2C(=O)C(C)(OC(=O)CCC(=O)OC)C(=O)C=C2C=C1C1CC1 (centres undefined),-7,4,-0.1,-6,-3,10,99,-3,-3.1,9
Cc1cc2c(cc1C)N(C(=O)CCl)CC(=O)N2,.,11,0.8,-2,4,6,107,-8,-1.4,2
CCn1c(=O)cc(N2CCC3(CC2)OCCO3)[nH]c1=O,14,1,1.5,18,0,4,96,12,-0.9,.
O=C(Cn1c(=O)ccn(Cc2ccccc2)c1=O)Nc1cccc(S(=O)(=O)N2CCOCC2)c1,.,-2,0.0,-2,-8,5,101,0,-2.6,-16
CSC1(SC2=NCCN2)SC2(NCCN2)S1,-5,3,0.3,-3,7,6,97,6,-1.8,5
O=C(CN1CCN(S(=O)(=O)N2CCCCCC2)CC1)Nc1ccc(Br)cc1,-5,1,0.7,-6,1,4,98,-4,-0.4,1
Cc1nc2ccc(C(=O)Nc3ccccc3Cl)cc2s1,-4,-3,0.0,9,-2,15,102,0,-0.4,1
CN(C)CC(C)(C)CNC(=O)C1CCN(CCCc2ccccc2)CC1,-4,-2,0.0,-2,-4,4,96,7,0.3,8
CCOC(=O)C(NC(=O)CC)(Nc1ccc(S(=O)(=O)Nc2cc(C)on2)cc1)C(F)(F)F (centres undefined),-4,0,0.1,17,-1,6,99,3,-1.8,-4
COc1ccccc1C(=O)Nc1c(-c2ccccc2)nc2ccccn12,-2,-1,0.1,-11,2,16,98,-2,-1.5,11
CSc1nc(N2CCOCC2)c2sccc2n1,13,0,-0.3,4,3,3,96,5,-5.3,4
COc1ccc(NC(=O)CSc2nnc(CNC(=O)c3ccco3)o2)c(OC)c1,-2,0,0.0,11,-1,4,101,-2,1.1,-12
CNS(=O)(=O)c1ccc2nc(NC(=O)c3ccc(N4C(=O)CCC4=O)cc3)sc2c1,-5,1,-0.1,15,-4,3,96,23,-6.1,-3
C=CCn1c(SCC)nc2sc3c(c2c1=O)CCc1ccccc1-3,-9,-1,0.0,-6,-2,4,95,-11,-1.4,7
Cc1cc2oc(=O)cc(CN3CCOCC3)c2c(C)c1Cl,-17,-1,-0.1,-5,-1,0,109,-4,1.2,3
COc1cccc(CC2(CO)CCCN(Cc3ccc(CN4CCCCC4)s3)C2)c1 (centres undefined),-2,-2,0.6,4,-4,-2,96,4,-1.6,5
O=C(COC(=O)C1CC(=O)N(Cc2ccco2)C1)c1ccc(OC(=O)c2ccccc2)cc1 (centres undefined),.,0,-0.2,14,-2,-4,99,-5,-1.1,0
CN(C(=O)c1cccc(NC(=O)Cc2cccc(NC(=O)C3CCCN(C(=O)C4CCCCC4)C3)c2)c1)C1CC1 (centres undefined),-4,-1,-0.3,.,3,4,103,9,-1.3,-2
CN1CCN(C(=O)/C(=C\c2cccnc2)NC(=O)c2cccc(Br)c2)CC1,-3,1,-0.3,18,0,1,98,5,-0.1,7
COc1ccc(OCc2cc(C(=O)N3CCOCC3)no2)c(Cl)c1,-2,-6,0.5,-9,-1,-3,94,-4,-2.1,-1
CCOC(=O)CSc1nnc(CNC(=O)c2ccc(S(=O)(=O)N3CCCC3)cc2)n1C,-10,1,-0.1,1,0,13,100,6,-1.4,3
O=C(c1ccccc1)c1ccc(OCCOCCN2CCN(Cc3ccccc3)CC2)cc1,-6,-3,0.2,-2,-13,-6,99,-8,3.7,1
COc1ccc2[nH]c3c(NCCCN4CCCC4=O)ncnc3c2c1,-4,2,0.2,-2,0,4,110,6,1.0,10
CC1CCN(S(=O)(=O)c2ccc(NC(=O)C3CCN(C(=O)c4ccco4)CC3)cc2)CC1,-3,-1,0.1,-14,2,22,104,-13,1.6,7
Cc1ccccc1Cn1c(C)c(C(=O)NCc2cccc(Cl)c2)sc1=O,16,-8,-0.2,0,-7,-4,100,-4,0.0,12
CCCCn1c(N)c(N(CCOC)C(=O)COC(=O)COc2cccc(C(C)=O)c2)c(=O)[nH]c1=O,-3,-2,-0.2,-6,1,3,99,-1,-1.8,20
O=C(c1cc(COc2c(F)cccc2F)on1)N1CCCCCC1,-6,-2,0.0,0,7,2,99,-3,-1.9,8
CC(=O)Nc1ccc(SCC(=O)Nc2ccccc2Oc2ccccc2)cc1,-3,-1,0.6,-8,-2,8,100,-13,-2.1,5
CC(C)(C)NC(=O)CCC1COc2ccccc2O1 (centres undefined),-8,2,-0.2,11,7,1,101,5,-1.4,2
COc1cc(CNCCc2ccccc2)ccc1OCc1ccc(Cl)nc1,-8,-3,0.9,-2,2,-4,101,8,1.6,-2
CC(=NCCN1CCNCC1)C1=C(O)CC(C)(C)CC1=O,-10,2,-0.2,4,5,4,97,2,1.7,-1
Cc1cc(C)c(C#N)c(SCC(=O)NN2CC(=O)N(c3ccccc3F)CC2=O)n1,-9,0,-0.2,-13,4,1,98,-4,1.1,-6
Cc1nn(C(C)C)c(C)c1[C@@H]1C[C@H]2CN(Cc3cccc(Cl)c3)C(=O)[C@]23CCCN13,-2,2,0.1,-4,-1,4,96,-10,-1.9,2
CCCCn1ccnc1C(=O)c1cc(S(=O)(=O)N2CCOCC2)ccc1C,-3,-3,1.5,-20,4,4,97,-12,-2.4,0
CCc1ccccc1N(CC(=O)N1CCN(c2ccccc2F)CC1)S(C)(=O)=O,-4,0,0.4,-9,-2,5,98,-7,-0.9,-3
CCOC(=O)N1CCN(C(=O)c2cccc(-n3c(=S)[nH]c4cc(Cl)ccc4c3=O)c2)CC1,-7,1,0.0,0,-5,4,90,4,-2.5,-4
COc1ccc(C(=O)COC(=O)C2CCCN2C(=O)C23CC4CC(CC(C4)C2)C3)cc1 (centres undefined),-17,0,0.1,0,-1,2,103,-11,-0.6,-7
CCc1ccccc1Nc1nc(N)nc(COC(=O)CCC(=O)c2ccc(F)cc2)n1,.,-10,-0.2,10,2,1,99,0,-0.3,-7
NNC(=S)Nc1c(Br)cc(F)cc1Br,-4,0,0.0,-1,7,-6,96,0,-1.0,3
COc1ccc(C(=O)c2ccccc2C(=O)c2ccccc2)cc1,-6,-3,0.1,1,0,2,92,3,1.5,-80
COc1ccc(OC)c(C(=O)NC(CC(N)=O)c2ccc(N3CCN(c4ccc(F)cc4)CC3)c([N+](=O)[O-])c2)c1 (centres undefined),-11,-2,0.8,-1,0,0,93,5,0.1,-5
O=C(COC(=O)Cc1ccc(F)cc1)NC1CCCC1,-6,2,0.0,0,21*,1,92,5,-2.6,7
CC(C)(C)c1ccc(-c2n[nH]c(=S)n2CCCN2CCOCC2)cc1,4,-2,0.2,6,5,-1,98,3,-5.6,-2
CCOc1ccc(N(CC)S(=O)(=O)c2c(C)[nH]c(=O)[nH]c2=O)cc1,-3,0,-0.2,25,7,-9,98,1,-1.8,-2
CC1(C(=O)NS(=O)(=O)c2ccccc2Cl)CCN1C(=O)Cc1cccc2ccccc12 (centres undefined),-5,0,0.0,-2,-1,11,87,-1,-0.4,10
COc1cccc(-c2cnc(C(O)c3c(C)ccc4ccccc34)[nH]2)c1 (centres undefined),-4,0,0.0,-3,4,-4,103,0,-1.1,-1
Cc1cccc(CN2C[C@]34CC[C@@H](C[C@@H]3S2(=O)=O)O4)c1,-5,1,0.1,-7,5,3,96,7,0.0,-8
CCOc1cc(C(=O)Nc2ccccc2N2CCOCC2)ccc1OCC(=O)N1CCCCC1,-20,0,0.1,-8,-1,7,104,4,-2.0,7
C=CCOC(=O)C1=C[C@@H](c2cn(C(C)=O)c3ccccc23)C[C@@H](OCCCCO)O1,-11,2,0.0,1,5,18,98,25,-1.0,1
# Later entries:
SMILES,CaV13 ICDI inh,Glyco luc inh,aDG glyco up,Vif imaging,m5-HT2A agonist,MC4R antag cAMP,ABCB6 inh 2,Cardio protect,MC4R ag barr,PDI turbidity
COc1ccc(NC(=O)CSc2nc(O)cc(=O)n2-c2ccccc2OC)cc1,-8,0,-0.4,.,-1,15,103,4,-1.6,-11
Cn1ccc2c(-c3ccc(C(=O)O)cc3)cc3c(c21)C1CCC3O1 (centres undefined),.,3,-0.3,.,0,.,106,2,.,.
COc1ccc(C2NCCc3c2[nH]c2ccccc32)cc1CN1CCc2cc(OC)c(OC)cc2C1C (centres undefined),.,-10,-0.1,-7,-4,13,108,-14,0.2,5
CC(=O)c1c(C)[nH]c(C(=O)Nc2ccc3c(c2)OCCO3)c1C,-1,-8,-0.2,-1,-1,3,92,-10,-1.7,1
CC(C)c1ccc(N=C2NN=C(c3cccs3)CS2)cc1,-3,-1,0.3,-2,-2,-14,102,-16,1.2,8
Cc1nc(OCC(C)C)c2sc3nc4c(cc3c2n1)COC(C)(C)C4,-4,-5,-0.1,-7,-3,15,104,-1,-2.0,0
CCN1CCN(c2ccc(S(=O)(=O)N3CCOCC3)cc2NC(=O)CC(NC(C)=O)c2ccccc2)CC1 (centres undefined),-16,-1,-0.2,2,4,5,96,3,1.3,-3
N#Cc1ccccc1NC(=O)COC(=O)/C=C/c1ccc(S(=O)(=O)N2CCOCC2)cc1,-2,0,-0.1,4,-3,2,97,4,-4.0,-11
O=C(NCCC1=CCCCC1)C1COc2ccccc2O1 (centres undefined),-2,0,0.7,-5,2,10,96,0,0.4,6
COc1ccc(S(=O)(=O)Cc2ccc(C(=O)NCc3cccnc3)o2)cc1,-2,0,0.1,-2,1,10,101,-13,-0.2,.
Cc1ccc2[nH]c3c(=S)nc[nH]c3c2c1,-2,7,-0.1,21,-6,48*,89,-4,-2.2,-1
O=C(Nc1ccccc1F)c1ccc2c(c1)OCO2,-5,-2,-0.1,-6,4,0,97,-8,-1.0,15
CC(Oc1ccc2c(c1)oc(=O)c1ccccc12)C(=O)NCC1CCC(C(=O)O)CC1 (centres undefined),.,-4,-0.3,-2,-4,4,96,4,-1.4,.
NCCCNC(=O)c1cc2ccccc2[nH]1,.,-1,-0.1,7,0,-3,109,9,-1.6,12
CC1(C)C2CC[C@]3(C)C(CC=C4[C@@H]5C[C@](C)(CO)CC[C@]5(C(=O)O)CC[C@]43C)[C@@]2(C)CC[C@@H]1O (some centres undefined),.,-1,-0.2,-24,0,5,102,2,0.0,.
CCOC(=O)c1oc2c(O)c(O)ccc2c(=O)c1-c1nncn1-c1ccccc1,-3,-2,0.1,3,-4,-9,99,3,-2.0,0
COc1cc(NC(=S)NCc2ccco2)cc(OC)c1OC,-14,4,0.2,3,2,12,98,7,-0.9,-1
C=CCNC(=O)c1ccc(C)cc1Cl,-3,1,0.0,20,1,2,91,-1,-0.7,4

# Compound activity as filed in PubChem BioAssay.
